Source: PubChem
TAAR1 antag: antagonists of human TAAR1; Q96RJ0; CHO RD-HGA16 TAAR1, Fluo-8 calcium fluorescence, antagonist; inhibition, % at 3 µM; hit rate 1.5% among 360,000; AID 624466;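 active = inhibition above a per-plate cutoff, the mean inhibition of test compounds on that plate plus 3 SD, cut at about 49% in these data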;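 also: 0% = DMSO plus EC80 beta-PEA response and 100% = DMSO alone without agonist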
Target sequence (Q96RJ0 whole entry, looked up): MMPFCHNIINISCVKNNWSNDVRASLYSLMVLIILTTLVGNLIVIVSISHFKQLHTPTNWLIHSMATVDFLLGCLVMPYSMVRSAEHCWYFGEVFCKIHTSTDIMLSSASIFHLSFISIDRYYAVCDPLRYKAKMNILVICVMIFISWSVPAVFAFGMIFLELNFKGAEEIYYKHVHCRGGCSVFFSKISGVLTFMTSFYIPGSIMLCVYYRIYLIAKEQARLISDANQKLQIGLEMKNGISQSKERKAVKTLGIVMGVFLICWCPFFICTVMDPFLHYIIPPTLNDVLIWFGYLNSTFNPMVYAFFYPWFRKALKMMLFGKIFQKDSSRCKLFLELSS
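Test system – hTAAR1-expressing CHO RD-HGA16 cells, Gα16-coupled · Reagent – β-PEA at EC80 concentration, post-compound challenge · Compound dosing – 3 µM, single point · Timing – 140 s kinetic read after compound, 140 s after agonist · Detection – Fluo-8 intracellular calcium dye fluorescence, real-time kinetic reads · Control set – DMSO and EC80 PEA controls · Repeats – n of 1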
M1 ag parental: M1 agonist counterscreen hit in parental CHO-K1 cells | hit rate 0.48% among 360,000 | activation, % at 3 µM | Fluo-8 calcium fluorescence; scaled to maximal ATP response, vehicle zero; in the data active = activation above about 15%;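 also: untransfected CHO-K1 host cells lacking M1 receptor as counterscreen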
CHRM1 PAM: positive allosteric modulators of human M1 muscarinic receptor; CHO-K1 hM1, Fluo-8 calcium fluorescence, ACh EC20; 0% = ACh EC20, 100% = maximal ACh; P11229; AID 588819; activation, % at 3 µM; hit rate 0.088% among 360,000; in the data active = activation above about 19%, passing the limit was not always enough
Target sequence (P11229 whole entry, looked up): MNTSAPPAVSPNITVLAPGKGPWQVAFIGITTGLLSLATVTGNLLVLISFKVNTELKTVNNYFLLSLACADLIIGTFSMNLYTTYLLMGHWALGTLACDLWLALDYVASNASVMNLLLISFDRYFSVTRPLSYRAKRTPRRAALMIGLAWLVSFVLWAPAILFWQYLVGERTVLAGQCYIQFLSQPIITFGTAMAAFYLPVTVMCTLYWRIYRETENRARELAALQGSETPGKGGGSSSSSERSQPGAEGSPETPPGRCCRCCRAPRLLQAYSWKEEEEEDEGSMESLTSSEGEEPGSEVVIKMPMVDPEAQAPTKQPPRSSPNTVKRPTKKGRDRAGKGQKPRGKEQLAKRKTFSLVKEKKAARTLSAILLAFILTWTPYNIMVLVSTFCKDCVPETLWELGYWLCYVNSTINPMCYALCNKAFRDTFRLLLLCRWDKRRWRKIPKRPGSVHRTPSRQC
TAAR1 ag: human TAAR1 agonism | CHO RD-HGA16 TAAR1, Fluo-8 calcium fluorescence; vehicle wells 0%, saturating PEA agonist 100% | activation, % at 3 µM | hit rate 0.99% among 360,000;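 active = activation above the mean activation of all test compounds in the run plus 3 SD, cut at about 38% in these data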
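Repeats: no replicates (n 1) | Material: CHO-derived RD-HGA16 cells with stable Gα16 and human TAAR1 | Technique: Kinetic Fluo-8 calcium fluorescence | Schedule: 17-24 h seeding, 75 min 37 °C dye, 30 min RT | Evaluation: % activation from peak over basal fluorescence ratio, DMSO-to-PEA scaled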
CHO-K1 Ca PAM: counter-screen for M1 PAMs: effect in parental CHO-K1 cells; ATP EC20, Fluo-8 calcium fluorescence; 0% at ATP EC20, 100% at ATP max; activation, % at 3 µM; hit rate 0.02% among 360,000; AID 602247;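 active = activation above the run cutoff, the mean activation of all test compounds plus 3 SD, cut at about 40% in these data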;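 also: peak over basal fluorescence ratio in a 140 s read after ATP addition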
CHO-K1 Ca antag: M1 antagonist counterscreen hit in parental CHO-K1 cells | ATP-induced calcium, Fluo-8 fluorescence | inhibition, % at 3 µM | hit rate 0.6% among 360,000 | AID 602250;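 active = inhibition above a per-plate cutoff, the plate's mean sample inhibition plus 3 SD, cut at about 24% in these data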;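 also: 0% = DMSO plus EC80 ATP and 100% = DMSO alone without ATP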
CHRM1 antagonist: human CHRM1 antagonism; P11229; CHO-K1 hM1, Fluo-8 calcium fluorescence, ACh EC80 antagonist; inhibition, % at 3 µM; hit rate 1.3% among 360,000; AID 588852;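 active = percent inhibition above its own plate's cutoff, namely the mean of that plate's compound wells plus 3 SD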;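 also: peak over basal fluorescence ratio during 140 s after agonist addition; 0% = ACh EC80 plus DMSO and 100% = DMSO alone without agonist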
CHRM1 agonist: activates human CHRM1 receptor; AID 588814; hit rate 0.33% among 360,000; CHO-K1 hM1, Fluo-8 calcium fluorescence, agonist mode; 0% DMSO, 100% acetylcholine EC100; activation, % at 3 µM; P11229;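 active = activation above the run's mean compound activation plus 3 SD, cut at about 16% in these data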;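 also: peak over basal fluorescence ratio within a 140 s kinetic read after compound addition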
CHO parental Ca: signal in parental CHO cells, OX1R antagonist counter-screen; parental CHO-K1, ATP-induced calcium, Fluo-8 fluorescence; inhibition, % at 5.6 µM; hit rate 0.63% among 330,000;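 active = inhibition above that plate's mean sample inhibition plus 3 SD, cut at about 26% in these data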;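 also: 0% = ATP-challenged DMSO wells and 100% = DMSO wells without ATP; some compounds past the cut are filed as inactive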
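Material – parental CHO cells · Reagent – ATP stimulus · Compound – single nominal dose of 5.6 µM per compound · Detection – Fluo-8 fluorescence · Read-out basis – percent inhibition of calcium signal · Controls – ATP-challenged DMSO wells low, unchallenged DMSO wells high · Repeats – no replicates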
The depositor's hits bear a star; . = no result given.

SMILES	TAAR1 antag	M1 ag parental	CHRM1 PAM	TAAR1 ag	CHO-K1 Ca PAM	CHO-K1 Ca antag	CHRM1 antagonist	CHRM1 agonist	CHO parental Ca
CN1CC(=O)N(CC(=O)Nc2cccc3ccccc23)C1=O	0	0.2	-2	1	13	-5	6	-4	-4
Cc1[nH]c2ccccc2c1C(=O)C(=O)NCCc1c[nH]c2ccccc12	75*	10.0	-9	45*	-5	7	18	5	-14
Cc1ccc(/C=N/NC(=O)CN2CCN(Cc3ccccc3Cl)CC2)o1	-52	2.3	1	1	28	-21	-11	-5	-26
COc1ccc(OCC(=O)Nc2ccc3c(c2)OCO3)cc1	7	0.3	19	2	11	-2	-5	2	3
Cc1ccc(Cl)cc1NC(=O)N[C@@H](CC(C)C)C(=O)O	1	0.9	6	2	8	-18	-11	-2	6
CC(C)(C)c1cc(NC(=O)c2cccc([N+](=O)[O-])c2)no1	.	0.2	2	.	-2	-13	-4	-7	-7
Cc1ccc(C(=O)Cc2ccccc2)o1	-10	-0.3	-6	6	-8	-9	14	-5	-13
COc1ccc(/C=N/OCC(=O)NCc2cccs2)c(OC)c1	-19	-0.3	36*	-2	1	-3	3	-8	-20
CCN1N=C(C)C=C(c2ccccc2)n2c1nc1ccccc12	4	2.5	-8	3	-1	-2	21	-2	-10
CCOc1ccc(S(=O)(=O)N(CC(=O)Nc2cccnc2)c2ccc(F)cc2)cc1	46	6.3	-3	10	-17	3	4	-1	-19
CCOC(=O)c1ccc(N=c2sc(C(=O)OC)cc(=O)n2-c2ccc(C(=O)OCC)cc2)cc1	-36	0.1	2	1	12	-1	-8	-2	2
CN1CCC(N2CCN(C3CN(CCc4ccccc4)S(=O)(=O)C3)CC2)CC1 (stereo not given)	-11	1.0	10	7	15	4	-8	-6	.
O=C(O)CCCCCNS(=O)(=O)c1ccc2c3c(cccc13)C(=O)N2	2	0.9	6	-1	5	-9	-12	-1	.
O=C(CN1C(=O)CC(c2ccco2)Sc2ccccc21)NC1CCCCC1 (stereo not given)	-2	-0.1	7	-1	3	1	-6	-10	-13
COc1cc(C=NN2CCCCC2)cc(OC)c1OC	-11	0.5	-8	1	7	0	5	25*	.
CC(C)(C)[C@@H]1COC(=O)[C@H](Cc2ccc(F)cc2)CC/C=C\C[C@@H](CC(=O)N(CCO)Cc2ccccc2)C(=O)N1	29	1.9	-1	22	9	-14	1	-1	-24
COc1cccc(CC(NC(C)=O)C(=O)NC2CCN(c3nnnn3-c3ccccc3)CC2)c1OC (stereo not given)	-7	-0.8	-4	9	-21	2	11	-3	-9
COc1ccc(CNC(=O)CCc2nc3cc(S(=O)(=O)N(C)C)ccc3n2C)cc1OC	6	5.4	-3	0	16	-5	6	-3	9
Cc1ccc(C23CC4CC(CC(NC(=O)NN)(C4)C2)C3)cc1	-8	5.7	9	-1	8	0	-4	0	-22
Clc1ccc(/C=N/Nc2nn[nH]n2)cc1	-12	0.0	2	1	-9	19	1	0	-8

An excerpt from the list above, as a working copy:
SMILES	TAAR1 antag	M1 ag parental	CHRM1 PAM	TAAR1 ag	CHO-K1 Ca PAM	CHO-K1 Ca antag	CHRM1 antagonist	CHRM1 agonist	CHO parental Ca
Cc1ccc(/C=N/NC(=O)CN2CCN(Cc3ccccc3Cl)CC2)o1	-52	2.3	1	1	28	-21	-11	-5	-26
COc1ccc(OCC(=O)Nc2ccc3c(c2)OCO3)cc1	7	0.3	19	2	11	-2	-5	2	3
Cc1ccc(Cl)cc1NC(=O)N[C@@H](CC(C)C)C(=O)O	1	0.9	6	2	8	-18	-11	-2	6
CC(C)(C)c1cc(NC(=O)c2cccc([N+](=O)[O-])c2)no1	.	0.2	2	.	-2	-13	-4	-7	-7
Cc1ccc(C(=O)Cc2ccccc2)o1	-10	-0.3	-6	6	-8	-9	14	-5	-13
COc1ccc(/C=N/OCC(=O)NCc2cccs2)c(OC)c1	-19	-0.3	36*	-2	1	-3	3	-8	-20
CCN1N=C(C)C=C(c2ccccc2)n2c1nc1ccccc12	4	2.5	-8	3	-1	-2	21	-2	-10
CCOc1ccc(S(=O)(=O)N(CC(=O)Nc2cccnc2)c2ccc(F)cc2)cc1	46	6.3	-3	10	-17	3	4	-1	-19
CCOC(=O)c1ccc(N=c2sc(C(=O)OC)cc(=O)n2-c2ccc(C(=O)OCC)cc2)cc1	-36	0.1	2	1	12	-1	-8	-2	2
CN1CCC(N2CCN(C3CN(CCc4ccccc4)S(=O)(=O)C3)CC2)CC1 (stereo not given)	-11	1.0	10	7	15	4	-8	-6	.
O=C(O)CCCCCNS(=O)(=O)c1ccc2c3c(cccc13)C(=O)N2	2	0.9	6	-1	5	-9	-12	-1	.
O=C(CN1C(=O)CC(c2ccco2)Sc2ccccc21)NC1CCCCC1 (stereo not given)	-2	-0.1	7	-1	3	1	-6	-10	-13
COc1cc(C=NN2CCCCC2)cc(OC)c1OC	-11	0.5	-8	1	7	0	5	25*	.

Other structures:
SMILES	TAAR1 antag	M1 ag parental	CHRM1 PAM	TAAR1 ag	CHO-K1 Ca PAM	CHO-K1 Ca antag	CHRM1 antagonist	CHRM1 agonist	CHO parental Ca
CCOC(=O)c1ccc(CS(=O)c2ccc(Cl)cc2)o1 (stereo not given)	-3	1.0	10	13	12	-34	-9	-5	-10
CN1CCN(NC(=O)c2cc(Br)ccc2Cl)CC1	8	0.8	-1	2	4	-1	0	-7	-11
O=C1Nc2ccccc2N=C(c2ccccc2)C1N(Cc1ccc(F)cc1)C(=O)c1cccnc1 (stereo not given)	47	4.7	-13	22	-2	15	25	0	.
N#CC1=C2C=Cc3ccccc3N2CCCC1=O	-21	0.3	-10	1	-8	15	8	-4	-12
O=C(O)c1cccc(Nc2nc(N3CCOCC3)nc(N3CCOCC3)n2)c1	-2	1.2	4	9	18	-14	-3	-4	-3
CC(C)c1ccc(NC(=S)NNC(=O)c2cccs2)cc1	0	4.1	-4	13	13	-18	4	-4	8
Nc1nc(Nc2ccccc2)nc(N2CCOCC2)c1[N+](=O)[O-]	4	0.7	5	0	8	-1	-2	1	-20
Cn1c(CCN2CCCCC2)nc2cc(NC(=O)COc3ccc(Cl)cc3)ccc21	0	0.3	-12	0	17	-6	10	-5	-25
CC(C)(C)c1ccc(SCCc2ccccn2)cc1	4	1.9	4	15	18	-14	-9	-4	-13
CC(C)=C(C#N)c1nc2ccccc2s1	17	6.5	2	13	14	2	-6	-5	50*
CCOC(=O)Cn1c(=O)c(-c2ccccc2NCc2ccccc2)nc2ccccc21	-5	0.2	9	2	24	-11	-8	-4	-7
CCN1CCN(C(=O)c2cc3cc(Cl)ccc3[nH]2)CC1	-12	1.5	1	3	-7	-9	-2	-4	-8
CC(=O)NCCNc1nc2cc(-c3cnn(CCC(C)C)c3)sc2c(=O)n1C	-4	3.1	-2	4	11	-10	-7	-2	.
Cc1cc(OCc2nc(-c3cccnc3)no2)c(C)cc1Br	-6	0.1	8	10	10	-2	-10	-4	-12
CCn1ncc2c(OCc3ccc(C#N)cc3)cc(C)nc21	-4	-0.2	-2	18	-5	18	5	-3	-30
COc1ccccc1CNC(=O)COC(=O)C12CC3CC(CC(O)(C3)C1)C2	-10	0.2	0	4	-16	-1	4	-2	-7
COC(=O)c1ccc(NC2=CC(=O)CC(C)(C)C2)cc1	-4	-0.4	2	9	-1	5	-27	-5	-4
Cc1ccc(S(=O)(=O)N2CCCCC2)cc1C(=O)OC(C)C(=O)NCC1CCCCC1 (stereo not given)	-10	1.4	12	0	8	-4	-11	-3	.
COc1ccc(C(=O)N(C)c2ccccc2C(=O)NCCc2ccccc2)cc1	-16	7.6	2	7	-5	4	2	-2	-9
COc1ccccc1NC(=S)c1ccccc1	-27	-0.5	10	0	16	-2	-8	-8	0

Compound profiles (already shown):
`CCOC(=O)Cn1c(=O)c(-c2ccccc2NCc2ccccc2)nc2ccccc21` is entered as TAAR1 antag: -5; M1 ag parental: 0.2; CHRM1 PAM: 9; TAAR1 ag: 2; CHO-K1 Ca PAM: 24; CHO-K1 Ca antag: -11; CHRM1 antagonist: -8; CHRM1 agonist: -4; CHO parental Ca: -7
`COC(=O)c1ccc(NC2=CC(=O)CC(C)(C)C2)cc1` is entered as TAAR1 antag: -4; M1 ag parental: -0.4; CHRM1 PAM: 2; TAAR1 ag: 9; CHO-K1 Ca PAM: -1; CHO-K1 Ca antag: 5; CHRM1 antagonist: -27; CHRM1 agonist: -5; CHO parental Ca: -4

(more compounds)
SMILES	TAAR1 antag	M1 ag parental	CHRM1 PAM	TAAR1 ag	CHO-K1 Ca PAM	CHO-K1 Ca antag	CHRM1 antagonist	CHRM1 agonist	CHO parental Ca
COc1ccc(CNC(=O)C(NC(C)=O)C(=O)Nc2ccc(C(C)C)cc2)cc1 (stereo not given)	-9	-0.1	19	5	24	-14	-13	-4	-18
Cc1ccc(NC(=O)C2CCN(S(=O)(=O)c3cccc4nonc34)CC2)nc1	-3	2.3	-1	9	16	-16	3	-2	-7
Cc1ccc(O)c(C2=Nc3ccccc3N=C(c3ccco3)C2)c1	0	0.5	3	34	17	-4	-5	1	-22
Cc1ccc(S(=O)(=O)c2nnn3c2nc(N2CCC(C(N)=O)CC2)c2ccccc23)cc1C	12	-0.1	-2	1	-13	7	16	-4	-22
O=C1c2ccccc2C(=O)N1Cc1cc(-c2ccc(Cl)cc2)no1	49*	0.1	4	9	5	-5	-7	-4	-6
C=C(C)c1nc(Oc2ccccc2)nc(Oc2ccccc2)n1	10	-0.8	-27	7	-9	-3	15	-9	.
O=C(NN1C(=O)c2ccccc2NC1c1ccc([N+](=O)[O-])o1)c1ccccc1 (stereo not given)	-28	0.5	6	1	-7	-5	-6	-1	5
COc1ccc(NC(=O)COc2cccc3c2CCN(Cc2cccnc2)C3=O)cc1	-41	2.0	4	3	15	-2	-3	-3	-4
O=C(CSc1nc2c(cnn2-c2ccccc2)c(=O)[nH]1)N1CCCCC1	-4	1.2	6	1	10	-1	-4	-1	-12
O=C(Nc1cccc2nsnc12)c1ccc(-c2ccc(Br)cc2)o1	4	0.1	10	1	12	-1	-8	0	-6
COc1ccc(OC)c(NC(=O)CSc2nccn2Cc2ccco2)c1	-33	2.6	3	7	-17	7	-6	-1	-21
O=C(NCCOc1ccccc1)C1Nc2ccc(OC(F)(F)F)cc2C2C=CCC12 (stereo not given)	3	0.5	-4	2	1	-7	6	-3	-16

Rows are unselected, and some 4.4% of all compounds hit somewhere here.
